Pol beta inh: qHTS Assay for Inhibitors of DNA Polymerase Beta. AID 485314, 2010. Pol beta primer extension/strand displacement, fluorescence kinetic. 340,000 compounds, 1.3% hits. Potency, µM (titrated, usually from 114 µM), for inactives: top-dose activity change, negative = inhibition, actives largely listed as inhibitors. P06746; further: on the % scale 0 is the no-effect control and ±100 the full control effect
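Pol beta (10 nM) was preincubated with compound for 15 min at room temperature. The reaction was then started with 50 nM substrate and read immediately and after a further 10 min at room temperature.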
BAZ2B inh: qHTS Assay for Inhibitors of BAZ2B; Bromodomain adjacent to zinc finger domain protein 2B (Homo sapiens), Q9UIF8; 360,000 compounds, 4.4% hits; AlphaScreen BAZ2B-H3K14Ac peptide displacement; Potency, µM (series often up to 114 µM), inactives show at the highest dose activity change, negative = inhibition, hits mostly inhibitors; further: on the % scale 0 is the no-effect control and ±100 the full control effect; nearly all actives have a fitted effect of over 60% in size
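AlphaScreen displacement of biotin-H3(5-23)K14Ac peptide (50 nM final) from BAZ2B (50 nM final) in PBS pH 7.4, 0.01% Tween-20; complex preformed 30 min RT, then compounds (top 110 uM) 30 min RT, beads 20 min dark.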
BLM helicase inh: qHTS Assay for Inhibitors of Bloom's syndrome helicase (BLM); recombinant BLM DNA unwinding, fluorescence dequenching; RecQ-like DNA helicase BLM (Homo sapiens), P54132; 350,000 compounds, 0.2% hits; Potency, µM (top dose mostly 56.1 µM), for inactives: at the top dose activity change, negative = inhibition, usual class: inhibitors;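 further: plate controls were vehicle for no effect and no enzyme for full effect; nearly all actives have a fitted effect of over 35% in size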
G9a block: qHTS Assay for Inhibitors of Histone Lysine Methyltransferase G9a. Histone-lysine N-methyltransferase EHMT2 (Homo sapiens), Q96KQ7. Potency, µM (top dose mostly 102 µM), inactives show at the highest dose activity, negative = inhibition, actives largely listed as inhibitors. 350,000 compounds, 8.8% hits. G9a H3K9 monomethylation, AlphaScreen, 2 h; further: on the % scale 0 is the no-effect control and ±100 the full control effect; nearly all actives have a fitted effect of over 75% in size
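Readings reflect AlphaScreen signal from monomethyl-H3K9 antibody detection. HMT at 20 nM; substrate b-H3K9 500 nM; cofactor SAM 20 uM; 2 h RT reaction; compounds tested as titrations in qHTS with 15 min preincubation.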
POLK inh: qHTS for Inhibitors of Polymerase Kappa | 400,000 compounds, 0.53% hits | Potency, µM (titrated, usually from 107 µM), without a hit: top-dose activity, negative = inhibition, actives largely listed as inhibitors | purified Pol kappa, fluorescent DNA synthesis assay, 10 min | DNA polymerase kappa (Homo sapiens), Q9UBT6; further: on the % scale 0 is the no-effect control and ±100 the full control effect
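10 nM Pol kappa was preincubated with compounds for 15 min at room temperature. Reaction started with 50 nM (final) substrate. Fluorescence read kinetically at 0 and 10 min.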
APEX1 inh: qHTS Assay for Inhibitors of the Human Apurinic/apyrimidinic Endonuclease 1 (APE1); Potency, µM (doses to about 65.8 µM), for inactives: top-dose activity change, negative = inhibition, usual class: inhibitors; recombinant APE1, TAMRA/BHQ-2 abasic DNA cleavage fluorescence; 350,000 compounds, 0.35% hits; DNA repair nuclease/redox regulator APEX1 (Homo sapiens), P27695;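 further: plate controls were vehicle for no effect and reference inhibitor for full effect; nearly all actives have a fitted effect of over 55% in size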
Target sequence (P27695 whole entry, looked up): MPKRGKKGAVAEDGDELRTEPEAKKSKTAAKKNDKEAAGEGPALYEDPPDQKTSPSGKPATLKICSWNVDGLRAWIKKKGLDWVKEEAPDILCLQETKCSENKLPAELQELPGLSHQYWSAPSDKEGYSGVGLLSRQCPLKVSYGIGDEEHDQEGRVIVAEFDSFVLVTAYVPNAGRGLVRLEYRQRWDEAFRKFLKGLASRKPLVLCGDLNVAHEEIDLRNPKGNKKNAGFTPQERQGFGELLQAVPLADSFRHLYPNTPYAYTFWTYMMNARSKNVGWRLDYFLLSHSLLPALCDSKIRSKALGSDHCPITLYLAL
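Compound pre-exposure to 0.75 nM APE1, 15 min at ambient temperature. Reaction initiated with 50 nM TAMRA/BHQ-2 THF substrate, read immediately in kinetic mode, 525 nm excitation, 598 nm emission.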
POLH inh: qHTS for Inhibitors of Polymerase Eta; recombinant Pol eta, fluorescent DNA replication assay; Potency, µM (doses to about 114 µM), inactives show at the highest dose activity change, negative = inhibition, hits mostly inhibitors; AID 588591, 2011; 390,000 compounds, 1.2% hits; DNA polymerase eta (Homo sapiens), Q9Y253; further: on the % scale 0 is the no-effect control and ±100 the full control effect
Target sequence (Q9Y253 whole entry, looked up): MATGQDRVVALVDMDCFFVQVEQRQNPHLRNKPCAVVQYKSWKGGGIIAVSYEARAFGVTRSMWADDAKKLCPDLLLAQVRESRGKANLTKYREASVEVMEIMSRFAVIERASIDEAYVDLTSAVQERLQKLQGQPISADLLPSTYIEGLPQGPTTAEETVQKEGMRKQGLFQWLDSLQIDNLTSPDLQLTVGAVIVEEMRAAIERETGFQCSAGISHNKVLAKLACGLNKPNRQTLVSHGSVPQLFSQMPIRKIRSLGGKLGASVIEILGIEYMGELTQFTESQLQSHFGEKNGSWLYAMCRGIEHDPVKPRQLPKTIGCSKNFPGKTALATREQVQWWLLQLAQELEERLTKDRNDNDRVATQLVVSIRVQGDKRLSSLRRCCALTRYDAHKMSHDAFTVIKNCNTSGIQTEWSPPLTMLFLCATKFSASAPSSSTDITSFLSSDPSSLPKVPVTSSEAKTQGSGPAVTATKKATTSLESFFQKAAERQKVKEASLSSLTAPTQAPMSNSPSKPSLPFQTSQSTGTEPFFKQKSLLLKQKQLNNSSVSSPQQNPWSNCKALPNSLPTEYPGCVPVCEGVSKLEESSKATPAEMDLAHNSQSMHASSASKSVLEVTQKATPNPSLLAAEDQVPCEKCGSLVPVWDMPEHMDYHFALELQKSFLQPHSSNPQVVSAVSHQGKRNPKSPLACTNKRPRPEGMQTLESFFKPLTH
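Pol eta (10 nM) was preincubated with compounds for 15 min at room temperature, after which fluorescent replication substrate (50 nM final) was added to start the reaction. Fluorescence was read kinetically at 0 and 10 min.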
JMJD2A Tudor: qHTS Assay for Inhibitors of JMJD2A-Tudor Domain. Lysine-specific demethylase 4A (Homo sapiens), O75164. AlphaScreen JMJD2A-Tudor / H3K4me3 peptide binding. Potency, µM (highest dose often 114 µM), without a hit: at the highest dose activity change, negative = inhibition, actives largely listed as inhibitors. 390,000 compounds, 4.4% hits. AID 504339, 2011; further: on the % scale 0 is the no-effect control and ±100 the full control effect; nearly all actives have a fitted effect of over 50% in size
POLI inh: qHTS for Inhibitors of Polymerase Iota. DNA polymerase iota (Homo sapiens), Q9UNA4. Pol iota fluorescent replication assay, 10 min. Potency, µM (series often up to 115 µM), inactives show at the highest dose activity, negative = inhibition, hits mostly inhibitors. 390,000 compounds, 1% hits. AID 588590, 2011
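Fluorescent replication assay read twice, at 0 min and 10 min after adding 50 nM (final) substrate. Enzyme (10 nM) and compounds were first incubated 15 min at room temperature; enzyme-free buffer wells were negative controls.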
Active calls of the source: *; ? = inconclusive; . = no result given; & = joins results of further samples; [ ] = another dose, or the depositor's remark. The call rests on the fitted dose curve; in most records, active means well fitted curve in the direction sought with a large enough effect; inconclusive means small, poorly fitted or top-dose-only effect, or another doubt; inactive means no such curve, though single readings can be large; an effect the other way counts as inactive or inconclusive. Potency means the concentration at half of the fitted maximal effect.

#	Molecule	Pol beta inh	BAZ2B inh	BLM helicase inh	G9a block	POLK inh	APEX1 inh	POLH inh	JMJD2A Tudor	POLI inh
1	CCOC(=O)c1c(C)[nH]c(C(=O)C(C)OC(=O)c2cccc(OCc3c(C)noc3C)c2)c1C (stereo unspecified)	-10%	?	-12%	?	-10%	5%	-13%	-35%	?
2	CC1CCN(C(=O)c2cc(-c3ccc(Cl)c(Cl)c3)on2)CC1	1%	20%	-1%	8%[59 µM]	-7%	4%	-6%	22%	6%[58.9 µM]
3	CCc1nc(SCC(=O)NCC2CCCO2)c2oc3ccccc3c2n1 (stereo unspecified)	45%	-3%	0%	-5%[59 µM]	-13%	-5%	-6%	-8%	7%
4	O=C(c1ccc2c(c1)N(Cc1ccccc1)C(=O)CS2)N1CCOCC1	6%	5%	-2%	10%	-19%	-1%	-3%	-3%	7%
5	O=S(=O)(NN=C1CCCCCCC1)c1ccc(Br)cc1	-3%	0%	-10%	?	5%	0%	-7%	-5%	-4%
6	Cc1ccc(-n2c(C)nn(Cc3ccc([N+](=O)[O-])cc3)c2=O)cc1	41%	?	-10%	-36%	-11%	4%	-14%	-7%	5%
7	CC1(c2nnc(Cc3ccccc3)o2)CC(c2c(Cl)cccc2Cl)=NO1 (stereo unspecified)	.	.	.	.	-4%	.	-3%	4%	32%[activator]
8	CC1=C(C#N)C(NC(=O)C2CC2)(C(F)(F)F)C(=O)N1 (stereo unspecified)	30%	10%	0%	7%[59 µM]	-14%	16%	-8%	-2%	13%
9	COC(=O)[C@@]1(Cc2ccccc2)[C@H]2c3cc(C(=O)N4CCCC4)n(CCSCCO)c3C[C@H]2CN1C(=O)c1ccccc1	-29%	?	-7%&-2%	25µM*	.	?	.	.	.
10	Cn1ncc(Br)c1C(=O)NC1CCCCCC1	2%	-1%	1%	8%	-16%	9%	-14%	-4%	19%
11	Cc1cccc(C)c1NC(=O)CN(c1ccccn1)S(=O)(=O)c1ccccc1	-1%	0%	1%	-4%	-7%	2%	-8%	-10%	16%
12	O=[N+]([O-])c1ccc(Oc2ccc(OCc3ccccc3)cc2)nc1	9%	-9%	-5%	18%	-13%	-11%	-7%	-26%	2%
13	COc1ccc(NCC(=O)Nc2ccc(Br)cc2F)c(OC)c1	-27%	40µM*	-7%	.	-5%	9%	-11%	56µM*	-20%
14	CCOC(=O)c1cccc(NC(=O)CCCn2nc(C)c3c(C)n(-c4ccccc4)nc3c2=O)c1	6%	-5%	-5%	1%[59 µM]	-8%	.	11%	-20%	13%
15	COc1cc(C(=O)NCC2(c3ccccc3)CCCC2)cc(OC)c1OC	-23%	?	-4%	-7%	8%	36%	-20%	3%	10%
16	Cc1cc(/C=N\NC(=O)c2cccs2)c(C)n1-c1ccc2ncccc2c1	-1%	?	-4%	48%[12.7 µM]	-8%	-4%	-10%	?	5%
17	O=C1Nc2ccccc2C(O)(C(=O)NCc2ccco2)N1c1ccc(Cl)cc1 (stereo unspecified)	15%	6%	0%	10%[59 µM]	-9%	?	-3%	-12%	11%
18	COc1ccc(CCN2CC(C(=O)N3CCC(O)(c4ccccc4)CC3)CCC2=O)cc1 (stereo unspecified)	0%	-7%	-1%	.	5%	-17%	-8%	6%	22%
19	COc1ccccc1N1CCN(C(=O)/C=C/c2cccc([N+](=O)[O-])c2)CC1	-22%	?	5%	.	-3%	-5%	-21%	?	58%[activator]
20	Cc1cc(C)n(-c2nnc(NC(C)(C)C)nn2)n1	17%	-10%	-5%	-16%	-5%	-3%	-16%	-9%	29%
21	NNC(=O)C(=O)Nc1ccc(Cl)c(Cl)c1	1%	4%	-1%	.	-1%	29%	-16%	-20%	14%
22	Cc1nn(-c2ccc(F)cc2)c(Cl)c1/C=C(/CCC(=O)O)c1nc2ccccc2s1	.	.	.	.	-19%	.	-19%	-18%	58%[activator]
23	CC(C)c1[nH]nc2c1C(Cc1ccccc1)C(C#N)=C(N)O2 (stereo unspecified)	23%	11%	-3%	?	2%	10%	-1%	-14%	-12%
24	CCO[C@@H]1OC(C(=O)Nc2ccccc2)=C[C@H](c2ccc3c(c2)OCO3)[C@H]1CCCO	1%	-18%	-7%	14%[59 µM]	4%	-3%	-25%	-20%	17%
25	CCOC(=O)NNS(=O)(=O)c1cc(Br)ccc1Br	6%	.	1%	-4%	1%	15%	-14%	1%	47%[activator]
26	COc1ccccc1C1CCN(c2cc(O)ccc2[N+](=O)[O-])CC1	2%	25µM*	-10%	.	-1%	-12%	-18%	50µM*	34%[activator]
27	CC(C)(C)S(=O)(=O)c1c(C(=O)O)cccc1C(=O)O	3%	?	-2%	?	-3%	1%	-12%	-17%	1%
28	Cc1n[nH]c(C)c1CCN(C)Cc1cn(C)nc1-c1ccc2c(c1)OCCO2	-4%	?	-2%	-4%	-5%	0%	-3%	-13%	26%
29	COc1ccc(CNC(=O)[C@H](NC(=O)C2CCN(C(=O)[C@@H](N)CCSC)CC2)C(C)C)cc1	-5%	21%	0%	.	3%	-1%	-20%	-24%	10%
30	O=C(COc1ccccc1)Nc1ccc(CSc2ccccc2)cc1	43%	-1%	0%	-2%[59 µM]	-3%	-1%	3%	10%	15%
31	Cc1ccc(N=C/C(C(=O)C(F)(F)F)=C(\O)c2cccs2)cc1	13%	-2%	-5%	.	3%	3%	-6%	0%	5%
32	CCOC(=O)c1nc2nc(C)c(Cl)c(=O)n2[nH]1	25%	-16%	-6%	?	-14%	16%	8%	-6%	?
33	COc1ccc(OC)c(S(=O)(=O)N2CCC(C(=O)NCC3CCCO3)CC2)c1 (stereo unspecified)	1%	0%	-1%	23%[12.7 µM]	-8%	0%	-6%	-5%	-13%
34	Fc1ccc(/C=N/Nc2nccnc2Cl)cc1	32%	4%	1%	.	-16%	-4%	-23%	-14%	18%
35	CCC(=O)Nc1cc2c3c(c1)CCC(=O)N3CCC2	31%	-8%	-1%	3%	-17%	36%	-15%	5%	-16%
36	CN1CCN(c2oc(-c3ccccc3F)nc2S(=O)(=O)c2ccc(Cl)cc2)CC1	2%	35µM*	1%	.	-18%	4%	-11%	?	0%
37	C=C1C(O)[C@@H]2O[C@]3(CC[C@H](/C=C/C(C)[C@@H]4CC(C)=CC5(O[C@H](C[C@@](C)(O)CO)CCC5O)O4)O3)CC[C@H]2O[C@@H]1C(O)CC(C)[C@H]1OC2(CCCCO2)CCC1C (stereo partly specified)	.	.	.	.	13%	-5%	-6%	-1%	7%
38	O=S(=O)(Nc1ccc(-c2ccc(NS(=O)(=O)c3ccccc3)cc2)cc1)c1ccccc1	.	.	.	.	-14%	.	-1%	-9%	14%
39	Cc1cc(C)nc(SCC(=O)Nc2ncc(Cc3cccc(Cl)c3)s2)n1	7%	-5%	1%	-1%[59 µM]	10%	0%	-16%	-5%	12%
40	O=C(c1cc(-c2ccncc2)nc2ccccc12)N1CCN(c2ccccc2O)CC1	0%	-32%	-9%	9%	-4%	-22%	-4%	-35%	-15%
41	COc1cc2c(cc1OC)C1=C(C#N)COCN1CC2	21%	?	-4%	14µM*	-10%	-10%	?	-2%[11.4 µM]	?
42	COc1cc(C)ccc1Oc1ncnc(N)c1[N+](=O)[O-]	-1%	-16%	-4%	16%	-4%[60.1 µM]	34%	6%	-7%	-17%
43	CCCCS(=O)CC(O)COCC (stereo unspecified)	5%	?	0%	14%	-4%	18%	6%	-10%	11%
44	CC(C)(C)C1CCc2c(sc(NC(=O)c3noc4c3CCCC4)c2C#N)C1 (stereo unspecified)	-2%	-1%	-2%	7.1µM*	-22%	.	-2%	-2%	5%
45	Cc1cc(S(=O)(=O)Nc2cc3c(cc2N2CCOCC2)n(C)c(=O)c(=O)n3C)ccc1F	16%	-18%	6%	-42%[59 µM]	-10%	.	-15%	-13%	30%
46	CCc1nc(N2CCN(C(=O)c3ccccc3)CC2)c2c3c(sc2n1)CCCC3	10%	?	-1%	.	-2%	9%	-16%	?	79%[activator]
47	CC(C)CCNC(=O)c1c(CSc2ccccc2)noc1C(=O)NCc1ccccc1	-19%	4%	-15%	-3%[12.7 µM]	20%	2%	-18%	29%	23%
48	CC(C)(C)c1csc(NC(=O)Cn2cnc3ccccc3c2=O)n1	-25%	1%	-1%	?	-3%	3%	-22%	?	22%
49	COc1cc(-c2noc(C3CC(=O)N(c4ccc5c(c4)OCCO5)C3)n2)cc(OC)c1OC (stereo unspecified)	-19%	?	-2%	-4%[59 µM]	-9%	.	-10%	?	-8%
50	CNC(=O)c1ccc(NC(=O)c2nsc3ccccc23)cc1	26%	-2%	0%	2%[59 µM]	-6%	.	.	-10%	25%
51	CC(C)(C)c1ccc(S(=O)(=O)NCc2ccc(C(=O)NCc3ccccn3)cc2)cc1	-10%	8%	-2%	18%[59 µM]	-8%	20%	-4%	-15%	9%

Whole records, looked up by structure. Order of values: Pol beta inh	BAZ2B inh	BLM helicase inh	G9a block	POLK inh	APEX1 inh	POLH inh	JMJD2A Tudor	POLI inh
Profile of COc1cc(-c2noc(C3CC(=O)N(c4ccc5c(c4)OCCO5)C3)n2)cc(OC)c1OC (stereo unspecified) = -19%	?	-2%	-4%[59 µM]	-9%	.	-10%	?	-8%
Profile of Cc1cc(S(=O)(=O)Nc2cc3c(cc2N2CCOCC2)n(C)c(=O)c(=O)n3C)ccc1F = 16%	-18%	6%	-42%[59 µM]	-10%	.	-15%	-13%	30%
Profile of CNC(=O)c1ccc(NC(=O)c2nsc3ccccc23)cc1 = 26%	-2%	0%	2%[59 µM]	-6%	.	.	-10%	25%
Profile of CCCCS(=O)CC(O)COCC (stereo unspecified) = 5%	?	0%	14%	-4%	18%	6%	-10%	11%

The list is partial. The share of hits here may be higher or lower than overall.
